H9c2 TAG inh – inhibitors of triacylglycerol accumulation, primary screen, cell-based, uHTS, fluorescence, H9c2. H9c2 cells, Nile Red lipid (TAG) fluorescence; cells loaded with 200 µM oleic acid. inhibition, % at 12.5 µM. hit rate 0.66% among 230,000. AID 651582, 2012;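 active = pattern-corrected inhibition of lipid staining of at least 50% with the nuclear-stain viability signal not falling by more than 50%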;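 also: 0% = DMSO wells and 100% = triacsin C control wells; some results filed as inactive read as strong as hits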
H9c2 TAG inh DAPI viability – second read-out of H9c2 TAG inh, no call of its own (marks repeat the call); DAPI nuclei signal change (viability), lower = more cytotoxic, %;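 whole-well DAPI fluorescence read on a plate reader as a viability signal; minus 50 percent equals half of cells still viable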
An asterisk follows results filed as active. An excerpt (hit frequency here may not be typical).

SMILES | H9c2 TAG inh | H9c2 TAG inh DAPI viability
Cc1nn(-c2ccccc2)c(C)c1C(=O)N1CCN(S(=O)(=O)c2ccccc2)CC1 | 3 | 5
CC(=O)Nc1ccc(NC(=O)C2CCCN(c3nnc(-n4cccc4)s3)C2)cc1 (configuration not stated) | -3 | -4
COc1ccc(CCNC(=O)c2ccc3c(c2)SC2=NS(=O)(=O)CCN23)cc1 | -4 | 4
COc1ccc(CCNC(=O)c2nc3ncccn3n2)cc1OC | 6 | -8
S=C(NCCc1ccccc1)N1CCN(C(=S)NCCc2ccccc2)CC1 | -5 | -3
CCOC(=O)C1CCN(C(=O)COC(=O)/C=C/c2cccc(OC)c2OC)CC1 | -8 | -5
CCN(CC(=O)Nc1ccc(NC(C)=O)cc1)C(=O)CN1C(=O)NC2(CCCC2)C1=O | 2 | 2
CC(OC(=O)c1cc2ccccc2cc1O)C(=O)Nc1ccc(S(N)(=O)=O)cc1 (configuration not stated) | -6 | -2
CC1CN(C(=O)C2CCCCC2)C(C)CN1C(=O)C1CCCCC1 (configuration not stated) | 11 | 2
N=C1CCCC1C(=S)SCCC(N)=O (configuration not stated) | 4 | 4
O=C(CSc1n[nH]c(-c2ccncc2)n1)NC1CCS(=O)(=O)C1 (configuration not stated) | 5 | -3
COc1ccccc1-n1c(=S)[nH]c2c(sc(=S)n2-c2ccccc2C)c1=O | -10 | 0
CCCCCc1ccc(-c2cn(CN3C(=O)c4ccccc4C3=O)nn2)cc1 | 4 | -13
CC(C)CC(c1nnnn1CC1CCCO1)N1CCN(c2nc3ccccc3s2)CC1 (configuration not stated) | 2 | -1
CCO/C=C1/C(=O)N(c2ccc(OC)cc2)C(=O)c2ccccc21 | -2 | 11
CCOc1cc(N2CCOCC2)c(OCC)cc1NC(=O)c1ccc(C)s1 | 0 | -8
COc1ccc(C=O)c(OC)c1 | 8 | -9
Cc1nnc(SCC(=O)Nc2cccnc2Cl)s1 | 13 | 6
COC(=O)C1C(c2ccccc2)C(C(=O)O)C1c1ccccc1 (configuration not stated) | 7 | 6
CN=C(c1ccc([N+](=O)[O-])cc1)N1CCCCC1 | 0 | 10
CSc1ccc(CN2CCC(C)(Oc3ccc(CC#N)cc3)C2)cc1 (configuration not stated) | -8 | 5
COC(=O)c1ccc(C2Nc3cccc4cccc(c34)N2)cc1 | -3 | 4
COCCn1nnnc1C(c1ccc(OC)cc1)N1CCN(c2ccccc2F)CC1 (configuration not stated) | 0 | 3
CCc1nc2ccc(C(=O)N(C)CCCN(C)C)cn2c1N(C)CCCc1ccccc1 | 1 | 12
O=[N+]([O-])c1ccc(S(=O)(=O)N/N=C/c2ccco2)cc1 | -3 | 5
CCCCn1c(N)c(N(CC(C)C)C(=O)c2ccc(S(=O)(=O)N(CC)c3ccccc3)cc2)c(=O)[nH]c1=O | 10 | 1
CN(C)C(=O)CC12CC3CC(C1)CC(CC(=O)N(C)C)(C3)C2 | -5 | -4
COc1ccc(C(=O)N2CCN(c3ccc(NC(=O)c4ccco4)cc3)CC2)cc1 | 5 | 0
CC(=NNS(=O)(=O)c1cccc([N+](=O)[O-])c1)c1ccc(-n2ccnc2)cc1 | -10 | 4
COc1cccc2cc(C(=O)N(Cc3cccs3)CC3CCCO3)c(=O)oc12 (configuration not stated) | -8 | -1
O=C(O)CSCC(=O)N1CCN(S(=O)(=O)c2cc(Cl)cc(Cl)c2)CC1 | 6 | -9
CCc1cccc(NC(=O)C2CCN(S(=O)(=O)c3c(C)noc3C)CC2)c1 | -3 | -1
CC(CCCN1CCCC1)Nc1ccnc2cc(Cl)ccc12 (configuration not stated) | 7 | 9
COc1cccc(CN(C)C(=O)COc2cccc3c2OC(C)(C)C3)c1OC | -5 | 4
O=S(=O)(c1cc(O)ccc1O)c1cccc2c(S(=O)(=O)c3cc(O)ccc3O)cccc12 | 2 | 9
Cc1nnc(NC(=O)c2ccc(S(=O)(=O)C(F)F)cc2)s1 | 6 | 7
COc1cccc(/C=C/C(=O)OCC(=O)Nc2ccc3[nH]c(=O)[nH]c3c2)c1OC | 28 | -23
Cc1ccc(S(=O)(=O)CCC(=O)N(CCN2CCOCC2)c2nc3ccccc3s2)cc1 | -1 | 8
CC1(c2ccccc2)NC(=O)N(CC(=O)Nc2ccc(S(=O)(=O)Nc3ncccn3)cc2)C1=O (configuration not stated) | -7 | 2
O=C(CN1C(=O)NC2(CCCC2)C1=O)Nc1ccccc1N1CCCC1 | 0 | 0
CCOC(=O)Cn1nnc(-c2ccc([N+](=O)[O-])cc2)n1 | 3 | 12
Cc1cc(Cl)c2oc(C(=O)N(CCO)Cc3ccccc3)c(C)c2c1 | -62 | 15
N#Cc1c(-c2ccc(F)cc2)cc(-c2ccccc2)nc1SCC(=O)NCC(=O)O | 3 | 0
N#Cc1cnn(-c2ccccc2)c1NC(=O)CN1CCOCC1 | 0 | 0
CC1Cc2ccccc2N1CC(=O)N(C)c1c(N)n(Cc2ccccc2)c(=O)[nH]c1=O (configuration not stated) | 6 | -2
COc1cccc(CNC(=O)Nc2cccs2)c1 | -2 | -3
Cc1cccc(C(=O)NCCN2CCN(c3ccccc3)CC2)c1 | -12 | -8
Cc1ccccc1N1CCN(C2CCCN(C(=O)c3csc(C(C)C)n3)C2)CC1 (configuration not stated) | -6 | -7
COc1ccc(NS(=O)(=O)c2cccc(C(=O)OCC(=O)NC3CC3)c2)cc1 | -16 | 5
Cc1ccc(NC(=O)CSc2ncn[nH]2)cc1 | -13 | 0
CCN(Cc1ccncc1)C(=O)c1ccc(C)c(S(=O)(=O)N2CCCCC2)c1 | -6 | -8
NC(=O)c1oc2ccccc2c1NC(=O)C1CCCCC1 | 11 | -5
O=C(NCc1ccccc1)c1ccc(N2CCC3(CC2)CC(c2ccc(Cl)cc2)=NO3)c([N+](=O)[O-])c1 | 11 | -2
O=C(C1COc2ccccc2O1)N1CCN(c2ccccc2)CC1 (configuration not stated) | -27 | 5
O=c1c2cc(F)ccc2sn1-c1ccccc1 | 21 | -4
CN(CC(=O)Nc1cccc(F)c1)C(=O)c1cc(-c2ccco2)nc2ccccc12 | -2 | 5
CCn1c(=O)c(C(=O)CN2CCN(Cc3ccc4c(c3)OCO4)CC2)c(N)n(Cc2ccccc2)c1=O | 7 | 11
CN(CCO)c1c2c(nc3cc(-c4cccc(F)c4)nn13)CCCC2 | 17 | -5
COCCCNc1nc(-c2ccncc2)nc2ccccc12 | 44 | -9
CC1SCC(=O)N(CC(=O)Nc2ccc3c(c2)OCCO3)C1=O (configuration not stated) | -7 | -2
More entries follow.
SMILES | H9c2 TAG inh | H9c2 TAG inh DAPI viability
COc1cc(C(=O)O/N=C2\C=CC(=O)C=C2C)cc(OC)c1OC | 14 | 3
O=C(CCn1c2c(c3ccccc31)CCCC2)NNC(=O)c1ccccc1[N+](=O)[O-] | 9 | 3
OC1CN=C2C=CC=CN2C1 (configuration not stated) | -9 | 0
CC1CCCN(c2ccc(C(=O)NCc3ccc4c(c3)OCO4)cc2[N+](=O)[O-])C1 (configuration not stated) | -21 | -3
O=C(CSc1ccc(-c2ccco2)nn1)N1CCCCC1 | -2 | 2
CCc1ccc(CN(C)CC(=O)Nc2ccc(S(=O)(=O)N3CCOCC3)cc2)cc1 | -17 | 8
O=C(Nc1nnc(SCc2ccccc2)s1)c1cccc([N+](=O)[O-])c1 | -5 | 5
CN(Cc1cn[nH]c1-c1ccc(-c2ccccc2)cc1)CC1CCOCC1 | 2 | 7
Cc1ccc(N=C2SCCCN2C(=O)c2ccco2)cc1Cl | 17 | -14
O=C(Cn1nc2ccccc2n1)N/N=C/c1cc(Cl)cc([N+](=O)[O-])c1O | -1 | -9
FC(F)Oc1ccccc1C1CC(c2ccc(Br)s2)Nc2ncnn21 (configuration not stated) | -5 | -7
O=C(Cn1c(C(F)(F)F)nc2ccccc21)Nc1ccccc1C(=O)O | 8 | 6
NC(=O)[C@@H]1CC2(CC(c3cccc(NC(=O)COc4ccc(Cl)cc4)c3)=NO2)CN1C(=O)c1ccccc1 (some centres not stated) | 22 | 1
COc1ccc(C)c2sc(N3CCCC3)nc12 | -20 | 3
CCOC(=O)CNC(=O)CSc1ccc2nnc(-c3ccc(F)cc3)n2n1 | -12 | 10
Cc1cc(C2=CC(=O)C[C@H](c3ccc(F)cc3)C2)ccc1F | -2 | -1
Cc1n[nH]c(C)c1CN(C)C(=O)c1cc(COc2ccc(F)c(F)c2)on1 | -15 | 0
COC(=O)c1cccc(NS(C)(=O)=O)c1C | 1 | -6
CCOC(=O)c1cc2c(n(-c3ccc(C)cc3)c1=O)CCCC2=O | 11 | -5
CCN1CCN(C(=O)CN(C)S(=O)(=O)c2cc(C)ccc2OC)CC1 | 0 | -13
O=C1OC[C@H]2CCCC[C@@H](CO)ON12 | -7 | 4
CCOC(=O)C1=C(COC(=O)CCOc2cccc(C)c2)NC(=O)NC1C (configuration not stated) | -4 | 1
O=C(NCc1ccncc1)Nc1cccc(Cl)c1 | -59 | 5
COc1cccc(NC(=O)c2cc(-c3ccccn3)nc3ccccc23)c1 | 15 | 7
CC(C)C(NC(=O)OCc1ccccc1)C(=O)OCC(=O)N1CCCCC1 (configuration not stated) | -8 | 2
COc1ccc2oc(C(=O)N(C)Cc3ccc4c(c3)OCCO4)c(C)c2c1 | -31 | -4
O=C(Nc1ccc(NC(=O)c2ccco2)nc1)c1ccco1 | -5 | 7
O=[N+]([O-])c1ccccc1S(=O)(=O)Nc1cccnc1 | 5 | -3
Cc1ccc(OCC(=O)N2CCC(C)CC2)c([N+](=O)[O-])n1 | 0 | -2
CCc1nc2ccc(C(=O)N3CCNC(=O)C3)cn2c1N(C)CCC(C)C | -2 | 0

3 structures out of the list, ordered by count of non-hydrogen atoms, high to low:
SMILES | H9c2 TAG inh | H9c2 TAG inh DAPI viability
COc1cccc(NC(=O)c2cc(-c3ccccn3)nc3ccccc23)c1 | 15 | 7
CCOC(=O)c1cc2c(n(-c3ccc(C)cc3)c1=O)CCCC2=O | 11 | -5
COC(=O)c1cccc(NS(C)(=O)=O)c1C | 1 | -6

Next part
SMILES | H9c2 TAG inh | H9c2 TAG inh DAPI viability
O=C1C2C3CC(C(Br)C3Br)C2C(=O)N1c1nccs1 (configuration not stated) | 10 | -3
CC(C)CN(C(=O)COC(=O)CNC(=O)c1ccccc1F)C1CCS(=O)(=O)C1 (configuration not stated) | 9 | 18
Cc1ccc(C(=O)Nc2ccc(Cl)cn2)cc1S(=O)(=O)N1CCOCC1 | 5 | -16
Cc1cccc(NC(=O)c2nc[nH]c2C(=O)N[C@H](C)c2ccccc2)c1 | -44 | 7
COc1cc(OC)cc(C(=O)NCC2CCCN(C(=O)c3csc(C(C)C)n3)C2)c1 (configuration not stated) | -4 | -1
Nc1ccc(C(=O)OCc2nc3ccccc3s2)cc1 | -54 | 0
CCOC(=O)C(C)Oc1cccc2c(=O)n(CC(=O)N3CCc4ccccc43)ccc12 (configuration not stated) | -6 | 10
COc1cccc(CN2C[C@]34C=C[C@@H](C[C@@H]3S2(=O)=O)O4)c1 | -2 | 4
CC1=NOC(=O)/C1=C\c1ccc(-c2ccc(Br)cc2)o1 | -3 | -9
CN(CC(=O)Nc1ccc(F)c(F)c1F)C(=O)c1nn(Cc2ccccc2)c(=O)c2ccccc12 | -6 | 3
COc1ccc2ccccc2c1C1NC(=O)c2ccccc2N1 (configuration not stated) | 14 | -1
O=S(=O)(Nc1cc(Cl)ccc1-n1cncn1)c1ccc(F)cc1 | -12 | -9
COc1ccc(Cl)cc1Cn1c(C)c(C(=O)NCc2ccc(C#N)cc2)sc1=O | 1 | -8

In the list so far, these contain an aryl methoxy group:
SMILES | H9c2 TAG inh | H9c2 TAG inh DAPI viability
COc1ccc(CCNC(=O)c2ccc3c(c2)SC2=NS(=O)(=O)CCN23)cc1 | -4 | 4
COc1ccc(CCNC(=O)c2nc3ncccn3n2)cc1OC | 6 | -8
CCOC(=O)C1CCN(C(=O)COC(=O)/C=C/c2cccc(OC)c2OC)CC1 | -8 | -5
COc1ccccc1-n1c(=S)[nH]c2c(sc(=S)n2-c2ccccc2C)c1=O | -10 | 0
CCO/C=C1/C(=O)N(c2ccc(OC)cc2)C(=O)c2ccccc21 | -2 | 11
COc1ccc(C=O)c(OC)c1 | 8 | -9
COCCn1nnnc1C(c1ccc(OC)cc1)N1CCN(c2ccccc2F)CC1 (configuration not stated) | 0 | 3
COc1ccc(C(=O)N2CCN(c3ccc(NC(=O)c4ccco4)cc3)CC2)cc1 | 5 | 0
COc1cccc2cc(C(=O)N(Cc3cccs3)CC3CCCO3)c(=O)oc12 (configuration not stated) | -8 | -1
COc1cccc(CN(C)C(=O)COc2cccc3c2OC(C)(C)C3)c1OC | -5 | 4
COc1cccc(/C=C/C(=O)OCC(=O)Nc2ccc3[nH]c(=O)[nH]c3c2)c1OC | 28 | -23
COc1cccc(CNC(=O)Nc2cccs2)c1 | -2 | -3
COc1ccc(NS(=O)(=O)c2cccc(C(=O)OCC(=O)NC3CC3)c2)cc1 | -16 | 5
COc1cc(C(=O)O/N=C2\C=CC(=O)C=C2C)cc(OC)c1OC | 14 | 3
COc1ccc(C)c2sc(N3CCCC3)nc12 | -20 | 3
CCN1CCN(C(=O)CN(C)S(=O)(=O)c2cc(C)ccc2OC)CC1 | 0 | -13
COc1cccc(NC(=O)c2cc(-c3ccccn3)nc3ccccc23)c1 | 15 | 7
COc1ccc2oc(C(=O)N(C)Cc3ccc4c(c3)OCCO4)c(C)c2c1 | -31 | -4
COc1cc(OC)cc(C(=O)NCC2CCCN(C(=O)c3csc(C(C)C)n3)C2)c1 (configuration not stated) | -4 | -1
COc1cccc(CN2C[C@]34C=C[C@@H](C[C@@H]3S2(=O)=O)O4)c1 | -2 | 4
COc1ccc2ccccc2c1C1NC(=O)c2ccccc2N1 (configuration not stated) | 14 | -1
COc1ccc(Cl)cc1Cn1c(C)c(C(=O)NCc2ccc(C#N)cc2)sc1=O | 1 | -8

Bioassay records deposited in PubChem BioAssay by Sanford-Burnham Center for Chemical Genomics.
